STK33 inh: human STK33 kinase inhibition; hit rate 0.073% among 320,000; purified STK33, MBP phosphorylation, ADP-Glo luminescence; inhibition, % at 10 µM; Q9BYT3;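 active = inhibition at or above 25%, using the most active replicate where run in duplicate; inactive = inhibition below 25%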
Target sequence (Q9BYT3 whole entry, looked up): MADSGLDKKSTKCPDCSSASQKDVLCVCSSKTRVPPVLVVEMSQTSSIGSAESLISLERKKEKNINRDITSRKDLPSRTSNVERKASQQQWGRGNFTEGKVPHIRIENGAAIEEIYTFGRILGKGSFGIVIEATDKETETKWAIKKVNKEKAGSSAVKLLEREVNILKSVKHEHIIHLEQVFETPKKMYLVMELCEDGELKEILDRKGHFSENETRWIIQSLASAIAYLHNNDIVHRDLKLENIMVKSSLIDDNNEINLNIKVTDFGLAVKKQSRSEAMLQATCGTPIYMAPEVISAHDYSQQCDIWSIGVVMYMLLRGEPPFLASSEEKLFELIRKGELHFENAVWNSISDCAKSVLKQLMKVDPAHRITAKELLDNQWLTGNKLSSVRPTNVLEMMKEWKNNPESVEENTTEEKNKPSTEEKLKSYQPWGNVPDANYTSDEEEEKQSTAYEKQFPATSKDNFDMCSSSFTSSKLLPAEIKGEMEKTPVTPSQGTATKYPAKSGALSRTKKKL
OX1R antag: OX1R (human) antagonism. O43613. OX1R-expressing cells, FRET antagonist read-out. inhibition, % at 6.6 µM. hit rate 1.8% among 330,000. AID 485270; in the data active = inhibition mostly above about 38%, no sharp cut-off; inactive = mostly below about 40%;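 note: 0% = agonist challenge alone and 100% = reference antagonist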
Target sequence (O43613 whole entry, looked up): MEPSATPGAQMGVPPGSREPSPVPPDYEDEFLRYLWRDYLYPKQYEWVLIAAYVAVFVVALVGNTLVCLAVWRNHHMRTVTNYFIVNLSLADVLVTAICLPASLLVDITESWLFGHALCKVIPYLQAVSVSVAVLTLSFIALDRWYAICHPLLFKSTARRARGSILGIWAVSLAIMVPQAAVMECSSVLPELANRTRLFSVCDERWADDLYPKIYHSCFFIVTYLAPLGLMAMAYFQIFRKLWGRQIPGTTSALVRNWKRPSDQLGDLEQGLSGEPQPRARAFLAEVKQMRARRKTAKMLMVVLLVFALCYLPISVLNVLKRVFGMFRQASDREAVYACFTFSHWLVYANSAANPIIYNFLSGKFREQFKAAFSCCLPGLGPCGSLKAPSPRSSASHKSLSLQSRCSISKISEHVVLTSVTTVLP
* = called active by the depositor; · = not tested or not shown.

SMILES | STK33 inh | OX1R antag
C1=C(CCNc2ncnc3nc[nH]c23)CCCC1 | 7.0 | 12.0
C=CCC(=O)N(CC)CC1CCCN(CCc2cccc(F)c2)C1 (stereo unspecified) | 0.5 | ·
COc1cccc2sc(NNC(=O)C3=COCCO3)nc12 | -2.5 | 14.4
O=C(OC1C2CCC1C1CN(CCc3ccccc3)CC12)c1ccccc1 (stereo unspecified) | -1.0 | 14.2
CCC(=O)N1CCc2cc(S(=O)(=O)N3CCCCC3CC)ccc21 (stereo unspecified) | -1.9 | 11.3
C[C@H]1NC(=O)[C@@]2(C)[C@H](c3ccccc3)[C@H]3COc4ccccc4[C@@H]3N2C1=O | 0.3 | 4.7
Cc1ccc(C(=O)NCC(=O)O)s1 | 1.1 | 16.0
CC(C)(Oc1ccc(CCNC(=O)c2ccc(Cl)cc2)cc1)C(=O)O | 7.9 | 5.8
CCN(CC)c1nc2c(c(=O)[nH]c(=O)n2C)n1CCCc1ccccc1 | -1.7 | -12.0
O=C(O)C1CCN1C1CCCCC1 (stereo unspecified) | -2.8 | 23.0
CC1CCCCN1CCn1c(=S)[nH]c2ncccc2c1=O (stereo unspecified) | -1.0 | 10.5
CS(=O)(=O)c1ccc2nc(N)sc2c1 | 1.7 | 20.1
Cc1ccccc1NC(=O)c1cc(S(=O)(=O)c2ccccc2)ccc1Cl | -0.5 | 22.3
CC(C)Cc1nnc(NC(=O)c2ccncc2)s1 | 0.6 | 6.4
CCOc1ccc(C(=O)NCC(=O)NC(C)CCc2ccccc2)cc1OCC (stereo unspecified) | -1.5 | ·
COc1ccc(CCNC(=O)c2cc(-c3ccccc3OC)on2)cc1OC | 0.5 | 18.7
COC(=O)c1ccccc1NC(=O)N1CCc2ccc(NC(=O)c3ccccn3)cc2C1 | 0.4 | 36.4
O=C(N/N=C/c1ccccc1)c1n[nH]c2c1CCCC2 | 0.6 | 8.6
COc1cc(/C=N/NC(=O)c2cc(-c3ccco3)nc3ccccc23)cc(OC)c1O | -0.1 | 26.7
COc1ccc(CCC(=O)OCC(=O)NCc2ccc(OC)c(OC)c2)cc1OC | -0.8 | 10.7

The list goes on; it opens with the 2 that closed the last part.
SMILES | STK33 inh | OX1R antag
COc1cc(/C=N/NC(=O)c2cc(-c3ccco3)nc3ccccc23)cc(OC)c1O | -0.1 | 26.7
COc1ccc(CCC(=O)OCC(=O)NCc2ccc(OC)c(OC)c2)cc1OC | -0.8 | 10.7
COc1cc(/C=C/C(=O)OCC(=O)N2CCN(C(=O)c3ccco3)CC2)ccc1O | -0.8 | 4.6
CCOc1ccc(C=Nc2cccc3ncccc23)cc1 | 0.1 | 8.3
COc1cc(C(=O)Nc2ccn(C)n2)ccc1OC(F)F | 0.1 | 6.2
CCOC(=O)C(C)Sc1nnc(Cc2cc(=O)[nH]c(=O)[nH]2)n1-c1ccc(Cl)cc1 (stereo unspecified) | 0.1 | 10.1
CCC(C)c1ccc(NC(=S)Nc2ccc(OC)cc2C)cc1 (stereo unspecified) | -0.9 | 9.7
CCOc1ccc(NC(=O)CN(C)C(=O)c2ccc(NC3CC3)c([N+](=O)[O-])c2)cc1OCC | -1.1 | 24.4
COc1ccc(-n2c(C)cc(C(=O)CN3C(=O)NC4(CCc5ccccc54)C3=O)c2C)cc1 (stereo unspecified) | -1.2 | 33.8
COCCN1CCn2c(nc3cc(NC(=O)Cn4nc(C)c5ccccc5c4=O)ccc32)C1 | -0.6 | 2.6
CC1CCN(S(=O)(=O)c2ccc(C(=O)Nc3nnc(-c4ccco4)o3)cc2)CC1 | -0.8 | 21.0
C/C(CC(=O)Nc1ccccc1C)=N\NC(=O)Cc1csc(N)n1 | -0.8 | 14.8
COc1cnn(-c2ccccc2)c(=O)c1N(C)C | -2.5 | 7.3
CCOc1ccc(/C=C2/Sc3ccc(C(=O)N4CCOCC4)cc3N(C)C2=O)cc1OC | 0.4 | 5.5
COc1ccc(S(=O)(=O)N2CCN(CC(=O)Nc3cccc(OC)c3)CC2)cc1 | -2.8 | 5.5
CCc1c(C)sc(NC(=O)CN2CCN(C(=O)c3ccco3)CC2)c1C(=O)OC | -0.5 | 17.9
Cc1ccc(OCC(=O)Nc2ccccc2Sc2ccc(Cl)cc2)c([N+](=O)[O-])n1 | -1.4 | 20.4
CC(CN1CCN(c2ccccc2)CC1)c1ccccc1 (stereo unspecified) | 1.0 | 9.8
O=C1C2=C(C(c3ccccc3)=NCCN2)C(c2cccc([N+](=O)[O-])c2)N1c1ccccc1 (stereo unspecified) | 0.4 | 11.9
NS(=O)(=O)c1ccc(CCNC(=O)c2ccc(Cl)c(S(=O)(=O)N3CCCCC3)c2)cc1 | -0.7 | 2.8
COC(=O)COc1cccc(NS(=O)(=O)c2cccc([N+](=O)[O-])c2)c1 | -0.7 | 34.4
C/C(=N\NC(=S)Nc1cc(S(=O)(=O)N2CCOCC2)ccc1Cl)c1ccc(N2CCOCC2)cc1 | -0.5 | 18.9
O=C1Nc2ccc(Cl)cc2C(=O)C1(F)c1ccccc1 (stereo unspecified) | 0.0 | 4.6
O=C(NCCCn1ccnc1)C(=O)NCC1OCCCN1S(=O)(=O)c1ccccc1 (stereo unspecified) | -1.6 | 2.7
O=C(NCCO)Nc1ccc2nc(-c3ccco3)c(-c3ccco3)nc2c1 | · | 100.1*
COc1cccc(N(C(=O)c2ccco2)C(C(=O)NC2CCCC2)c2ccc(N3CCOCC3)cc2)c1 (stereo unspecified) | -1.0 | 8.4
COc1ccc(CC(=O)N2CCC(CCC(=O)Nc3ccccc3)CC2)cc1 | -2.2 | 25.3
CCOc1cc(/C=N/NC(=O)OC)ccc1OCCSc1ccc(Cl)cc1 | 0.1 | 16.2
O=C(COC(=O)c1ccc2ncsc2c1)Nc1ccc(OC(F)(F)F)cc1 | 10.1 | -5.3
Cc1ccccc1NS(=O)(=O)c1nnc(NC(=O)c2ccc(Br)cc2)s1 | -1.5 | 23.8
O=C(Oc1cccc(OC(=O)c2ccco2)c1)c1ccco1 | -0.1 | ·
CCCCN1C(=O)c2ccc(C(=O)Nc3c(N)n(CCCC)c(=O)n(C)c3=O)cc2C1=O | -0.4 | 38.6
O=C(Nc1ccc2c(c1)CCC2)Nc1ccccc1F | 0.8 | 39.6
CCCCNC(=O)COC(=O)c1cc(Br)ccc1Cl | 0.8 | 5.2
COc1ccc(N2C(=O)CC(NCc3ccncc3)C2=O)cc1 (stereo unspecified) | 0.5 | 27.2
O=C(CNC(=O)c1ccc(S(=O)(=O)N2CCCC2)cc1)N/N=C/c1ccccc1Cl | 3.2 | 11.6
O=C(O)C1C2C=CC(O2)C1C(=O)Nc1ccccc1C(F)(F)F (stereo unspecified) | -0.5 | 19.6
CCN(C(=O)Cn1c(=O)oc2ccccc21)C1CCS(=O)(=O)C1 (stereo unspecified) | -0.9 | -1.9
Cc1cc(CN2CCCC(C(=O)Nc3ccc(-c4nc5ccccc5[nH]4)cc3)C2)n[nH]1 (stereo unspecified) | 8.8 | 22.2
CCOc1ccc(CCNC(=O)c2sc3nc4n(c(=O)c3c2C)CCC4)cc1 | -3.2 | 12.4
CN(CC(=O)Nc1ccc(Cl)c(C(F)(F)F)c1)C(=O)/C=C/c1cccs1 | -1.6 | 6.6
CCOc1ccccc1OCCOc1cccc(C(F)(F)F)c1 | -0.1 | 17.1

Random excerpt: 7 compounds from above
SMILES | STK33 inh | OX1R antag
COc1ccc(N2C(=O)CC(NCc3ccncc3)C2=O)cc1 (stereo unspecified) | 0.5 | 27.2
CCOc1ccccc1OCCOc1cccc(C(F)(F)F)c1 | -0.1 | 17.1
COc1ccc(CC(=O)N2CCC(CCC(=O)Nc3ccccc3)CC2)cc1 | -2.2 | 25.3
O=C(NCCO)Nc1ccc2nc(-c3ccco3)c(-c3ccco3)nc2c1 | · | 100.1*
CCCCNC(=O)COC(=O)c1cc(Br)ccc1Cl | 0.8 | 5.2
Cc1ccccc1NS(=O)(=O)c1nnc(NC(=O)c2ccc(Br)cc2)s1 | -1.5 | 23.8
O=C(O)C1C2C=CC(O2)C1C(=O)Nc1ccccc1C(F)(F)F (stereo unspecified) | -0.5 | 19.6

New compounds follow:
SMILES | STK33 inh | OX1R antag
CC1CN(c2nc3c(c(=O)n(Cc4ccc(Cl)c(Cl)c4)c(=O)n3C)n2C)CC(C)O1 (stereo unspecified) | -2.3 | 17.6
Cc1ccc(C(=O)NC(C)(COc2nonc2C)COc2nonc2C)cc1 | -1.1 | 4.3
Cc1ccc(C(=O)O)cc1NC(=S)NC(=O)c1ccc(COc2ccccc2)cc1 | -0.9 | 8.0
Cc1ccc(CC(C(=O)O)C(C)C(=O)Nc2ccc(F)cc2)cc1 (stereo unspecified) | -1.7 | ·
Cc1ccc(Nc2nc(N)nc(CN3CCCCCC3)n2)c(C)c1 | 0.4 | 3.6
Cc1cc(Br)c2c(c1)C(O)(N1CCCCC1C)C(=O)N2 (stereo unspecified) | 0.1 | 39.3
CC1CCCCC12NC(=O)N(CC(=O)NCc1ccc3c(c1)OCO3)C2=O (stereo unspecified) | 0.1 | 3.0
COc1ccc2[nH]c3c(=O)n(/N=C/c4ccc(OC)c(CN5CCCC5)c4)c(C)nc3c2c1 | 4.1 | 14.3
CC(=O)C[C@@H](O)CC(=O)[C@H]1OC(=O)CCCCCc2ccccc21 | -1.1 | 3.0
CCS(=O)(=O)c1ccc(NC(=O)c2ccccc2Cl)c(O)c1 | 4.3 | 19.3
CN(C)c1nc(NS(=O)(=O)c2ccc(Cl)cc2)nc(N(C)C)n1 | -0.2 | 6.0
Cc1ccc(C(=O)Nc2ccc(O)c(C(=O)O)c2)o1 | -0.2 | 27.6
O=C(Nc1cccc([N+](=O)[O-])c1)C1COc2ccccc2O1 (stereo unspecified) | 0.3 | -0.1
COc1cc(S(=O)(=O)n2cnc3ccccc32)ccc1Br | 0.3 | -8.1
Clc1cccc(-c2ccc(/C=N/n3cnnc3)o2)c1Cl | -0.3 | 19.0
Oc1ccc(Nc2nc(-c3cccnc3)cs2)cc1 | -2.2 | 5.4
CCN(CC)CCCNC(=O)Cn1cnc2sc(C)c(S(=O)(=O)N3CCC(C)CC3)c2c1=O | 0.4 | 8.6
CCOC(=O)c1c(NC(=O)c2ccc(N3C(=O)[C@@H]4[C@H](C3=O)[C@H]3C=C[C@@H]4C3)cc2)sc2c1CCCC2 | -0.1 | 7.1
O=C1OC(Nc2nc(-c3ccc(F)cc3)cs2)c2ccccc21 (stereo unspecified) | 0.3 | ·
CCOc1ccc(-c2csc(NC(=O)c3cccc(N4C(=O)CCC4=O)c3)n2)cc1 | -0.3 | 15.0
Cn1nc(C(=O)Nc2ccc(Cl)c(S(=O)(=O)N3CCOCC3)c2)c2ccccc2c1=O | -0.2 | 2.8
O=C(NNC(=S)NC(=O)c1ccccc1)c1cccc([N+](=O)[O-])c1 | 1.5 | 0.4
CC1(C)CC(=O)C=C(NCc2cccs2)C1 | -1.8 | 6.3
CCCCN(C)C(=O)c1cccc(OC2CCN(CC(C)(C)C)CC2)c1 | -2.3 | 0.7
O=C(Cc1nnc(NC(=O)c2ccccc2)s1)N/N=C/c1cccc(O)c1 | 0.6 | 6.3
CN1CCc2c1nc1ccccc1c2N=C1CCCN1Cc1ccccc1 | -2.4 | 7.0
Cc1ccc2nc(N3CCN(C(=O)c4ccco4)CC3)c3nncn3c2c1 | -1.0 | 20.4
O=C(COC(=O)CSc1ccc([N+](=O)[O-])cc1)NCCC1=CCCCC1 | -0.8 | 13.5
N/C(=N\OC(=O)CCCOc1ccccc1)c1ccncc1 | 1.3 | 11.6
CC(C(=O)Nc1ccc(C#N)cc1)N(C)CC(=O)Nc1cccc(F)c1 (stereo unspecified) | -2.2 | 11.5
CCC(C(=O)Nc1ccc(S(=O)(=O)N2CCN(C)CC2)cc1)c1ccccc1 (stereo unspecified) | 0.6 | -4.0
CCCCC(O)(CCCC)C(=O)N/N=C(\C)c1ccc(Cl)cc1 | -0.3 | 8.3
CC1CC2(CCCCC2)Nc2c1ccc1ccccc21 (stereo unspecified) | -0.2 | 8.0
CCOC(=O)N/N=C(\C)c1ccc(Oc2ncccn2)cc1 | -0.1 | 4.0
O=C(Cc1cccc2ccccc12)N/N=C/c1ccc2cccc(O)c2n1 | -1.7 | 11.8
CCOCCCNC(=O)c1cc(=O)n(Cc2cccc(C)c2)c2ccccc12 | 0.7 | -0.5
C/C(=N\NC(=O)Cc1ccc(Br)cc1)c1cccnc1 | -3.0 | 5.8
CC(C)(C)CN1CCN(Cc2c[nH]c3ccccc23)CC1CCO (stereo unspecified) | -4.9 | ·
COCCN(C(=O)COC(=O)CCOc1ccccc1C)c1c(N)n(Cc2ccccc2)c(=O)[nH]c1=O | 0.3 | 3.7
O=C(O)c1ccc(/C=N/N2CCN(Cc3ccccc3)CC2)cc1 | -0.6 | 5.8
OC(CCN1CCCC1)(c1ccccc1)C1CCCCC1 (stereo unspecified) | 0.5 | 13.0
Nc1nsc2ccccc12 | 0.9 | -1.2
CCCCCCCCCCCCCCCC[N+](C)(C)CC | 11.4 | 13.9
CNC(=O)c1c(NC(=O)c2ccc(N3C(=O)CCC3=O)cc2)sc2c1CCCC2 | -0.6 | 3.5
O=C(O)c1ccccc1N=N/C(=N/Nc1cc(S(=O)(=O)O)ccc1O)c1ccccc1 | 4.0 | 18.3
COc1ccccc1-c1nnc(NC(=O)c2ccc3c(c2)OCO3)s1 | -0.9 | 30.0
O=C(Nc1nccs1)c1ccc(Cl)c([N+](=O)[O-])c1 | 0.5 | 23.5
O=C(NC(=S)N1CCCCC1)c1cccs1 | -2.9 | 16.3
Cc1ccc(OCc2cc(C(=O)NC(C)Cc3cccc(C)n3)no2)cn1 (stereo unspecified) | 0.2 | 9.5
CC(NC(=O)CNC(=O)c1ccco1)c1ccc(S(N)(=O)=O)cc1 (stereo unspecified) | -0.7 | 7.4

OX1R antag, what is marked active above.
SMILES | STK33 inh | OX1R antag
O=C(NCCO)Nc1ccc2nc(-c3ccco3)c(-c3ccco3)nc2c1 | · | 100.1*
